# Bioassay records deposited in PubChem BioAssay by National Center for Advancing Translational Sciences (NCATS).
# Mito fusion yeast = mitochondrial division inhibition or fusion activation | S. cerevisiae fusion-defective mutant growth rescue, CellTiterGlo 48 h | Potency, µM (doses to about 46.1 µM), inactives show at the top dose growth rescue (activation), actives largely listed as activators | actives 0.23% (n = 320,000) | AID 485298;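 further: potency means the concentration at half of the fitted maximal effect; % of control where 0% means no effect; nearly all actives have a fitted effect of over 45% in size; temperature-sensitive fusion mutants such as fzo1-1 at 37 °C on non-fermentable ethanol glycerol medium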
#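 Luminescent cell viability in 1536-well qHTS format served as the measure of rescued growth in ts fusion-mutant S. cerevisiae cultured on non-fermentable YPEG for 48 hours at 37C.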
# Menin MLL FP TR = menin-MLL binding inhibition, Texas Red mutant peptide. actives 0.23% (n = 270,000). O00255. Menin + Texas Red MLL mutant peptide, fluorescence polarization. Potency, µM (doses to about 61.6 µM), for the others: at the top dose FP activity change, negative = inhibition, actives largely listed as inhibitors; active means well fitted inhibition curve with a large enough effect in the polarisation, with a control signal flat, not every such curve was filed as active; inconclusive means small, poorly fitted or top-dose-only effect, or effect the other way, or a change in a side signal; inactive means no such curve, though single readings can be large or run the other way; the % refers to the polarisation; further: potency means the concentration at half of the fitted maximal effect; % of control where 0% means no effect; many of its hits are not listed in these tables
# FLuc modulator = counter-screen for miR-21 project: firefly luciferase inhibitors or activators; P08659; purified FLuc, Km substrates, luminescence inhibition; Potency, µM (titrated, usually from 57.5 µM), for inactives: at the top dose activity change, negative = inhibition, most hits filed as inhibitors; actives 6.9% (n = 360,000); AID 588342;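 further: potency means the concentration at half of the fitted maximal effect; plate controls were vehicle for no effect and reference inhibitor for full effect; nearly all actives have a fitted effect of over 55% in size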
#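 Purified P. pyralis luciferase, 10 nM final, with Km-level 10 uM D-luciferin and 10 uM ATP in 50 mM Tris acetate pH 7.5, 10 mM Mg acetate, 0.01% Tween-20, 0.05% BSA; 6-point qHTS titration about 60 µM downward; luminescence read.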
# Gal4-VP16 FLuc = inhibits Gal4-VP16 luciferase reporter, ROR gamma counter-screen; Drosophila S2 Gal4-VP16 UAS-luciferase, luminescence, 20 h; actives 3.5% (n = 310,000); Potency, µM (series often up to 53.6 µM), without a hit: top-dose activity, negative = inhibition, actives largely listed as inhibitors; AID 2546;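 further: Gal4-VP16 expression switched on by copper sulfate through the metallothionein promoter; potency means the concentration at half of the fitted maximal effect; on the % scale 0 is the no-effect control and ±100 the full control effect; nearly all actives have a fitted effect of over 50% in size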
# ELG1 repair inh = inhibitors of ELG1-dependent DNA repair in HEK293T cells | Potency, µM (highest dose often 46.1 µM), for inactives: at the top dose activity change, negative = inhibition, usual class: inhibitors | HEK293T ELG1-luciferase reporter, luminescence, 16 h; DNA damage induced by 5-fluorouridine | actives 2.3% (n = 330,000); further: potency means the concentration at half of the fitted maximal effect; on the % scale 0 is the no-effect control and ±100 the full control effect; nearly all actives have a fitted effect of over 55% in size
#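 DMSO vehicle served as the neutral condition. Each well held 2,000 cells given 5-fluorouridine plus compound; after 16 hr at 37 °C/5% CO2, ONE-Glo was added and luciferase measured 30 min later.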
# NPC1 prom act = activates the NPC1 promoter; actives 2.4% (n = 320,000); Potency, µM (highest dose often 9.22 µM), without a hit: top-dose activation, actives largely listed as activators; Huh7 NPC1 promoter luciferase reporter, 24 h; AID 485313;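 further: potency means the concentration at half of the fitted maximal effect; % of control where 0% means no effect; nearly all actives have a fitted effect of over 60% in size; reporter is driven by a mutant NPC1 promoter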
#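 Readout is luciferase luminescence, reflecting NPC1 promoter activation in stably transfected Huh7 cells after 24 h compound exposure at 37 °C in reduced-serum medium with 10% FBS.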
# PKM2 act = PKM2 (human) enzyme activation; purified PKM2, Kinase-Glo ATP luminescence, activation; response scale: 0% is enzyme alone, no compound; Potency, µM (top dose mostly 57.5 µM), without a hit: at the top dose activation, actives largely listed as activators; actives 0.34% (n = 260,000); AID 1631; further: potency means the concentration at half of the fitted maximal effect; on the % scale 0 is the no-effect control and ±100 the full control effect; nearly all actives have a fitted effect of over 55% in size
# Target sequence (P14618 whole entry, looked up): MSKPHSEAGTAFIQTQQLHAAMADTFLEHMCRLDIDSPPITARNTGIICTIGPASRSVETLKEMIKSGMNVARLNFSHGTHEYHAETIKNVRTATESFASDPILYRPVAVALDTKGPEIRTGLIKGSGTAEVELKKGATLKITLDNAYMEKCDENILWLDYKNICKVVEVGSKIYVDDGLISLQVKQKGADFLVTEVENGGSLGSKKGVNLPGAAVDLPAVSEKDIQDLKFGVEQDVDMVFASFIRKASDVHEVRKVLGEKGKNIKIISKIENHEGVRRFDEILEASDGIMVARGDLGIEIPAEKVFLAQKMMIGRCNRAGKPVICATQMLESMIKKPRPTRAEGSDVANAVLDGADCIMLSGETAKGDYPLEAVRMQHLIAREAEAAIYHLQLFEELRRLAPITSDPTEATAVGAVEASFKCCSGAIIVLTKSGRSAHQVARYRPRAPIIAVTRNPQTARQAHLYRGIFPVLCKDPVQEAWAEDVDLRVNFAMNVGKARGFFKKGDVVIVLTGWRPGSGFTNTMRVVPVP
#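 Kinase-Glo luminescence reports ATP generated from ADP (0.1 mM) and PEP (0.5 mM) by purified hPK-M2 after 1 h at room temperature, pH 7.2 imidazole buffer; intermediate enzyme activity allows detecting inhibitors and activators.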
# MBNL1 CUG block = MBNL1-poly(CUG) RNA binding inhibition; TR-FRET MBNL1-His/biotin-(CUG)12 binding, 665/545 ratio; AID 2675; Q9NR56; actives 0.036% (n = 280,000); Potency, µM (titrated, usually from 57.5 µM), without a hit: at the highest dose activity change, negative = inhibition, usual class: inhibitors; active means well fitted inhibition curve with a large enough effect in the signal ratio, with a control signal flat, not every such curve was filed as active; inconclusive means small, poorly fitted or top-dose-only effect, or effect the other way, or a change in a side signal; inactive means no such curve, though single readings can be large or run the other way; the % refers to the signal ratio; further: potency means the concentration at half of the fitted maximal effect; on the % scale 0 is the no-effect control and ±100 the full control effect
#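 Compounds (final 92 nM to 58 uM) are added to His-tagged MBNL1 and biotin-(CUG)12, then terbium anti-His antibody and streptavidin-XL665 (5 nM final). After 60 min at room temperature, the 665/545 nm ratio is read.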
# KCNH2 3.1 inh = inhibitors of human KCNH2 3.1 potassium channel isoform | U2OS KCNH2 3.1, thallium flux FluxOr; hits give low values | activity change, % (tested at about 1.8 µM) | actives 0.95% (n = 340,000);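 active means maximum activity change below -70%; inconclusive means maximum activity change from -70% to -50%; inactive means maximum activity change above -50%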;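 further: thallium influx rate constant from kinetic fluorescence after stimulation buffer; on the % scale 0 is the no-effect control and ±100 the full control effect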
#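 Thallium flux read-out: FluxOr dye with Red40 quencher in HBSS/HEPES, 45 min at RT. Rate constants from kinetic reads were normalized to positive and negative DMSO controls. Cells: U2OS virally expressing the 3.1 isoform.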
# RORg inh = inhibitors of mouse ROR gamma transcriptional activity; actives 5.4% (n = 310,000); Potency, µM (doses to about 53.6 µM), without a hit: top-dose activity change, negative = inhibition, most hits filed as inhibitors; Drosophila S2 Gal4-RORgamma UAS-luciferase reporter, 20 h; further: potency means the concentration at half of the fitted maximal effect; on the % scale 0 is the no-effect control and ±100 the full control effect; nearly all actives have a fitted effect of over 60% in size
# Target sequence (P51450 whole entry, looked up, the tested form may be a part): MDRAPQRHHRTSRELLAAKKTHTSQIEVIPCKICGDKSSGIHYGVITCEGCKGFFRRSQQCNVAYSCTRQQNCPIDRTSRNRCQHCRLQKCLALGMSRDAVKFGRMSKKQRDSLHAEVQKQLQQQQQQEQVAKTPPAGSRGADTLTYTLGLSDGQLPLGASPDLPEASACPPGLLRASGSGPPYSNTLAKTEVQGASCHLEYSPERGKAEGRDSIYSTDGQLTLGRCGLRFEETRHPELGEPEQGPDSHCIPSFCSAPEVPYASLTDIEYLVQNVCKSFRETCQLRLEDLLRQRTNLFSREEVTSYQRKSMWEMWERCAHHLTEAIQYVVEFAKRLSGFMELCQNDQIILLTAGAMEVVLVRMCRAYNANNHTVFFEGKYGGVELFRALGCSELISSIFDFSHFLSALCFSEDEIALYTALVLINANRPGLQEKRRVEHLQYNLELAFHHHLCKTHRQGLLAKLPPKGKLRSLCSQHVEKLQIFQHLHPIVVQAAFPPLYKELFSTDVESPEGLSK
#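 Stable Schneider cell line, Gal4 DNA-binding domain fused to ROR gamma, UAS-luciferase. Cmpd 1 hr RT → CuSO4 700 uM final → 20 hr RT → luciferase reagent 10 min → luminescence.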
# Rab9 prom act = Rab9 promoter activation | Huh7 Rab9 promoter-luciferase reporter, luminescence, 24 h | Potency, µM (series often up to 9.22 µM), inactives show at the highest dose activation, negative = inhibition, most hits filed as activators | actives 2.8% (n = 320,000) | AID 485297; further: potency means the concentration at half of the fitted maximal effect; % of control where 0% means no effect; nearly all actives have a fitted effect of over 60% in size
#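 Luminescence from Amplite-detected luciferase (10 minutes, ambient) reports Rab9 promoter activation. Before that, stable Rab9-luciferase Huh7 cells (1500/well, reduced-serum OP-MEM I plus 10% FBS) were exposed to compound for 24 hours at 37C.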
# * = called active by the depositor; ? = inconclusive; . = not tested or not shown; [ ] = remark or other dose. Unless noted, the call rests on the fitted dose curve; in most records, active means well fitted curve in the direction sought with a large enough effect; inconclusive means small, poorly fitted or top-dose-only effect, or another doubt; inactive means no such curve, though single readings can be large; an effect the other way counts as inactive or inconclusive.
SMILES,Mito fusion yeast,Menin MLL FP TR,FLuc modulator,Gal4-VP16 FLuc,ELG1 repair inh,NPC1 prom act,PKM2 act,MBNL1 CUG block,KCNH2 3.1 inh,RORg inh,Rab9 prom act
Cc1cc(C)c(S(=O)(=O)NCCC2CCCN2C)c(C)c1 (centres undefined),-1%,4%,3%,-6%,-1%,-6%,-3%,-7%,.,-4%,-9%
CC(C)=CCN1CCN(Cc2ccc(C)s2)CC1CCO (centres undefined),6%,-16%,-14%,5%,2%,0%,-2%,-8%,1,-7%,-4%
CCSc1ccc([C@@H]2[C@H]3C(=O)N(C)C(=O)[C@H]3[C@]3(C(=O)OC)CCCCN23)cc1,22%,.,-2%,.,-19%,1%,.,.,8,.,-4%
CNC(=O)CNC(=O)Nc1ccc(C)cc1,4%,4%,-3%,10%,-3%,13%,-1%,.,19,-21%,0%
COc1cc(SC)ccc1C(=O)Nc1cccc(C2OCCCO2)c1,26%,.,17µM*,5%,?,3.5µM*,.,-4%,19,-6%,1.4µM*
CCOc1ccccc1-n1c(SCC(=O)Nc2ccccc2C(=O)O)nc2ccccc2c1=O,-12%,?,12µM*,0%,?,?,4%,0%,-11,-9%,?
COc1cccc(/C=C(\CC(=O)O)c2nc3ccccc3s2)c1,25%,-17%,?,-7%,13%,-1%,-9%,-16%,5,22%,-4%
O=C(NNC(=S)Nc1ccc(Cl)cc1)c1cccs1,8%,?,?,?,20%,?,9%,-15%,50,-34%,?
COc1cc(OC)cc(-c2cc3nc4c(c(N5CCN(c6ncccn6)CC5)n3n2)CCCC4)c1,1%,-4%,-23%,1%,15µM*,16%,-3%,5%,-13,19%,14%
NNC(=O)CS(=O)(=O)CS(=O)(=O)CC(=O)NN,-2%,.,-1%,0%,5%,-3%,-6%,-22%,10,2%,-10%
CCn1cc(C(=O)NC(=S)Nc2ccccc2[N+](=O)[O-])cn1,-11%,.,-4%,?,5%,1%,1%,?,17,?,0%
COc1ccc([N+](=O)[O-])cc1NC(=O)CC(c1ccccc1)c1ccccc1,9%,-27%,2%,-5%,?,-1%,-6%,?,-1,0%,-3%
COc1ccc(C(=O)NCc2ccc3c(c2)OCO3)cc1S(=O)(=O)N1CCCC1,-2%,.,3%,.,6%,-1%,.,.,-11,.,-1%
O=Nc1c(-c2ccccc2)[nH]n(-c2ccccc2)c1=O,-5%,?,-15%,16µM*,-3%,-1%,0%,?,13,?,11%
COc1cccc(N2CCN(C(=O)C3CCC(=O)N(C4CCCCCC4)C3)CC2)c1 (centres undefined),5%,?,-5%,0%,?,0%,-2%,-27%,.,39%,-1%
Cc1cccc(C)c1NC(=O)CSc1nnnn1-c1ccc(C(=O)O)cc1,-3%,12%,3%,1%,-2%,2%,0%,-6%,0,10%,1%
COc1ccccc1NC(=O)CSc1nc(O)cc(=O)n1C,0%,-13%,-1%,5%,11%,5%,1%,2%,-3,-1%,6%
O=C(Cn1cc2c(n1)CCCC2)Nc1ccccc1Br,1%,0%,-4%,-1%,5%,1%,0%,8%,2,0%,-5%
Cc1nonc1OC(C)CNCCNc1ccc([N+](=O)[O-])cc1 (centres undefined),-2%,.,1%,-3%,5%,-4%,-2%,?,-8,3%,-2%
Cn1cnc([N+](=O)[O-])c1NCc1ccccc1,-2%,.,1%,-4%,0%,7%,-1%,?,-3,-13%,1%
CCN(CC)S(=O)(=O)c1ccc(N2CCN(S(=O)(=O)c3ccccc3)CC2)nc1,8%,7%,-1%,13%,?,1%,9%,-1%,-1,31%,5%
Cc1cc2c(NC(=O)Nc3ccccc3)cccc2nn1,-5%,.,-15%,-6%,?,-2%,15%,?,-15,-5%,1%
CCOCCCNC(=O)Cc1c(C(=O)O)[nH]c2ccc(Cl)cc12,-3%,-10%,11%,-4%,7%,-2%,-3%,-5%,8,15%,0%
CCn1cc(/C=C/C(=O)Nc2c(C)nn(Cc3ccccc3)c2C)cn1,2%,-12%,-2%,-15%,?,2%,-17%,-23%,-1,?,2%
Cc1ccc(NC(=O)COC(=O)Cn2nc(C)c([N+](=O)[O-])c2C)c([N+](=O)[O-])c1,1%,1%,0%,9%,26%,0%,?,?,-8,24%,-4%

# New compounds follow:
SMILES,Mito fusion yeast,Menin MLL FP TR,FLuc modulator,Gal4-VP16 FLuc,ELG1 repair inh,NPC1 prom act,PKM2 act,MBNL1 CUG block,KCNH2 3.1 inh,RORg inh,Rab9 prom act
Cc1ccc(-c2nn(-c3ccccc3)cc2/C=C/C(=O)Nc2nccs2)cc1,-11%,?,6%,-25%,?,-6%,-1%,-2%,3,?,-13%
Cc1cc(C)nc(N2N=C(CSc3ccc(Cl)cc3)CC2=O)n1,13%,4%,?,10%[10 µM],8%,0%,4%,11%,2,?,-4%
CN1C(=O)C2(OCCCO2)c2cc(Cl)ccc21,0%,-1%,-1%,.,10%,0%,0%,0%,-3,.,-2%
CCN(CC)S(=O)(=O)c1ccc(OC)c(NC(=O)C(C)Oc2ccc3c(C)cc(=O)oc3c2)c1 (centres undefined),5%,34%[activator],3%,-16%,21µM*,-2%,3%,.,0,37%,-2%
Cc1csc(NC(=O)CSc2sc3c(O)cc(=O)[nH]c3c2C#N)n1,-11%,35%[activator],-17%,-1%,16%,-2%,11%,?,-17,1%,4%
Cc1ccc(-n2c(C)cc(C(=O)CN3CCCCC3)c2C)cc1,-3%,1%,?,7%,?,-3%,3%,0%,9,0%,0%
Cc1ccc(C(=O)OCC(=O)N2CCNC2=O)c(C)c1,-1%,.,21µM*,.,?,?,.,.,-1,.,?
O=[N+]([O-])c1cc([N+](=O)[O-])c(Oc2ccc(Br)cc2Br)cc1NN1CCCCC1,6%,28%,1%,5%,0%,-1%,0%,-2%,15,-17%,0%
C/C(=N\Nc1nnc(-c2ccccc2)c(-c2ccccc2)n1)c1cccc([N+](=O)[O-])c1,0%,7%,13µM*,-8%,?,29%,-13%,2%,3,-42%,0%
NC(=S)N/N=C1\CC(c2ccc3c(c2)OCCO3)Oc2ccc(F)cc21 (centres undefined),-2%,.,?,6.3µM*,-15%,-3%,0%,.,-5,6.3µM*,-1%
O=C(NCC(=O)N1CCCC1)c1ccccc1F,8%,8%,?,?,?,?,-6%,4%,-15,23%,?
COC(=O)CSc1ncc(OC)c(OC)n1,-3%,10%,2%,0%,0%,-1%,0%,0%,-11,-7%,-1%
CN(C)c1cc[n+](CC(=O)c2cccs2)cc1,-2%,-26%,3%,-6%,5%,-14%,1%,-3%,1,16%,-14%
Cc1ccccc1NC(=O)COC(=O)CCC(=O)c1cccs1,4%,.,0%,.,15%,-2%,.,.,13,.,10%
Cc1cccc(C)c1OCCSc1nc2ccccc2n1CC(=O)O,-2%,24%,-14%,-3%,?,0%,5%,-8%,13,8%,-3%
CCC(C)c1ccc(Nc2ncccc2C#N)cc1 (centres undefined),2%,14%,21µM*,-3%,?,?,-4%,-2%,7,?,?
CCOC(=O)C1CCN(C(=O)CNC(=O)OC(C)(C)C)CC1,-2%,?,-1%,6%,1%,0%,0%,-2%,6,0%,-1%
O=C(CCc1ccccc1)NC(NC(=S)Nc1ccc(Br)cc1)C(Cl)(Cl)Cl (centres undefined),1%,.,-2%,4.5µM*,.,-3%,-1%,-2%,-5,?,-7%
COc1ccc(NC(=O)Nc2ccccc2F)cc1Cl,4%,-17%,?,-2%,?,1.8µM*,3%,2%,.,3%,1.4µM*
CN1CCN(C(=O)c2ccc3c(Cl)c4c(nc3c2)CCCC4)CC1,-11%,-21%,-4%,4%,?,14%,.,6%,12,-15%,0%
Cc1ccc(S(=O)(=O)NCC(=O)NCC(=O)N2CCC(C)CC2)cc1,0%,-5%,5%,-2%,-16%,-4%,0%,-6%,22,-1%,-1%
CC12CCC(C(N)=O)(c3nc4ccccc4nc31)C2(C)C (centres undefined),-4%,0%,1%,.,2%,-2%,-2%,3%,-36,-11%[0.365 µM],3%
Cc1ccc(N(C(=O)Cn2nnc(-c3ccc(C)o3)n2)C(C(=O)NC2CCCC2)c2ccncc2)cc1 (centres undefined),4%,.,0%,-5%,5%,-7%,.,3%,3,-11%,2%
O=C(O)CCCNS(=O)(=O)c1cccc2nsnc12,-2%,-8%,-1%,3%,2%,-2%,-2%,?,9,-12%,-1%
CC1=C(C(=O)OCC2CCCCC2)C(c2ccc(O)cc2)NC(=O)N1 (centres undefined),3%,-9%,1%,-6%,-8%,2%,.,2%,0,-1%,-5%

# Not all compounds are listed; rates above refer to the full screens.
